# Screening results from PubChem.
# GFP derepression: epigenetic GFP locus derepression in mouse cells; Potency, µM (top dose mostly 46.1 µM), inactives show at the highest dose GFP derepression (activation); mouse C127i GFP locus derepression, cytometry, 30 h; 68,000 compounds, 0.09% hits; further: % of control where 0% means no effect
#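 Locus derepression in mouse mammary C127i cells whose integrated CMV-GFP reporter is normally silent; GFP expression after 30 h compound treatment was quantified by counting fluorescent cells.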
# 4MU fluor: compound fluoresces in the 4-MU spectral region; compound autofluorescence, 340/450 nm, 4-MU equivalents; stronger effect = higher value; max dye-equivalent concentration, M; 59,000 compounds, 11% hits; AID 589; in the data active means max dye-equivalent concentration above about 10 nM; inconclusive means mostly about 1.1 nM to 9.6 nM
#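 Compounds in 100 mM Tris, pH 8.0, sat 15 min at room temperature before fluorescence was read at 340 nm excitation/450 nm emission; a per-plate six-point 4-MU standard curve converted signals to dye-equivalent concentration at each compound concentration.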
# CRE-bla Fsk: CRE-bla signaling modulation under forskolin stimulation | AID 662 | CHO CRE-bla reporter (cAMP response element driving beta-lactamase), forskolin EC10, beta-lactamase ratio | 71,000 compounds, 2.5% hits | Potency, µM (series often up to 38.2 µM), for the others: at the top dose activity change, negative = inhibition, most hits filed as activators; active means well fitted activation curve with a large enough effect in the signal ratio, with a control signal flat, not every such curve was filed as active; inconclusive means small, poorly fitted or top-dose-only effect, or effect the other way, or a change in a side signal; the % refers to the signal ratio; further: potency means the concentration at half of the fitted maximal effect; % of control where 0% means no effect
#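 Modulation of forskolin signalling: compounds in titration series added with EC10 NKH 477 to CHO cells carrying a CRE-driven beta-lactamase reporter, 3 h, 37C. CCF4 FRET ratio (460/530 nm, ex 405 nm) gives %activity and AC50.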
# HBB splicing: alters splicing of the hemoglobin beta chain. HBB splicing reporter cell assay, activation; EGFP reporter with mutant IVS2-654 intron; response scale: normalised to 500 nM splice-correcting PNA. Potency, µM (doses to about 46.1 µM), inactives show at the top dose activation, most hits filed as activators. 65,000 compounds, 0.06% hits; further: potency means the concentration at half of the fitted maximal effect; 0% is about no effect
#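 HeLa cells stably expressing EGFP interrupted by mutant beta-globin intron 2 (IVS2-654), 500/well in 2% FCS. Treated with compound for 2 days at 37C. Splicing correction scored as total well GFP intensity (488 nm excitation, 500-520 nm emission); 500 nM antisense PNA served as control.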
# A350 fluor: compounds fluorescent in Alexa 350 spectral region; Compound autofluorescence, 340/450 nm, Alexa 350 dye-equivalents; stronger effect = higher value; max dye-equivalent concentration, M; 59,000 compounds, 11% hits; in the data active means max dye-equivalent concentration above about 10 nM; inconclusive means mostly about 1.1 nM to 9.6 nM
# UbGFP stabilizer: ubiquitin-GFP accumulation via proteasome inhibition; Potency, µM (highest dose often 45.9 µM), inactives show at the top dose activation (GFP accumulation), most hits filed as activators; AID 526; 67,000 tested, under 10 active; Ubiquitin-GFP reporter cells, proteasome inhibition, GFP fluorescence; response scale: untreated = 0%, 10 µM MG-132 = 100%; active means well fitted activation curve with a large enough effect, not every such curve was filed as active; inconclusive means small, poorly fitted or top-dose-only effect, or another doubt; inactive means no such curve, though single readings can be large or run the other way; further: potency means the concentration at half of the fitted maximal effect
#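 U2OS cells expressing ubiquitin(G76V)-GFP, seeded overnight in 0.5% FBS medium, then treated 4 hr at 37 C across 46 uM to 2.9 nM. GFP-positive cells counted by laser cytometry (488 ex/515 em); %activity scaled between basal and 10 uM MG-132.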
# Pol III holo inh: DNA polymerase III holoenzyme inhibition; reconstituted DNA polymerase III holoenzyme replication, biochemical; Potency, µM (highest dose often 57.1 µM), inactives show top-dose activity change, negative = inhibition; 71,000 compounds, 0.25% hits; AID 603; further: potency means the concentration at half of the fitted maximal effect; on the % scale 0 is the no-effect control and ±100 the full control effect
#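 Reconstituted *E. coli* holoenzyme (0.35 nM Pol III, 1 nM beta, 154 nM SSB, 2 nM primase) was preincubated with compound for 15 min at RT. Synthesis on 1.4 nM ssM13Gori ran 35 min, then was stopped with PicoGreen/EDTA and read as dsDNA fluorescence.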
# BRCT PPI red: inhibitors of human BRCA1 BRCT-phosphoprotein interaction (red fluorophore); AID 892; P38398; Potency, µM (doses to about 76.9 µM), without a hit: at the highest dose activity change, negative = inhibition, hits mostly inhibitors; 75,000 compounds, 0.03% hits; BRCT-phosphopeptide binding, red fluorescence polarization; further: on the % scale 0 is the no-effect control and ±100 the full control effect
#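 Fluorescence polarization: 100 nM His-tagged BRCA1 BRCT with 100 nM TAMRA-labelled phospho-BACH1 decapeptide, phosphate buffer pH 7.3 with 150 mM NaCl, DTT, 0.01% Tween 20; 12 min RT. Binding inhibition seen as FP decrease.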
# 15-hLO inh: inhibitors of human 15-lipoxygenase (ALOX15) | P16050 | purified 15hLO-1, xylenol orange hydroperoxide absorbance | Potency, µM (highest dose often 57.1 µM), inactives show at the top dose activity change, negative = inhibition, actives largely listed as inhibitors | 74,000 compounds, 1.4% hits | AID 887; further: potency means the concentration at half of the fitted maximal effect; on the % scale 0 is the no-effect control and ±100 the full control effect; nearly all actives have a fitted effect of over 55% in size
# Target sequence (P16050 whole entry, looked up): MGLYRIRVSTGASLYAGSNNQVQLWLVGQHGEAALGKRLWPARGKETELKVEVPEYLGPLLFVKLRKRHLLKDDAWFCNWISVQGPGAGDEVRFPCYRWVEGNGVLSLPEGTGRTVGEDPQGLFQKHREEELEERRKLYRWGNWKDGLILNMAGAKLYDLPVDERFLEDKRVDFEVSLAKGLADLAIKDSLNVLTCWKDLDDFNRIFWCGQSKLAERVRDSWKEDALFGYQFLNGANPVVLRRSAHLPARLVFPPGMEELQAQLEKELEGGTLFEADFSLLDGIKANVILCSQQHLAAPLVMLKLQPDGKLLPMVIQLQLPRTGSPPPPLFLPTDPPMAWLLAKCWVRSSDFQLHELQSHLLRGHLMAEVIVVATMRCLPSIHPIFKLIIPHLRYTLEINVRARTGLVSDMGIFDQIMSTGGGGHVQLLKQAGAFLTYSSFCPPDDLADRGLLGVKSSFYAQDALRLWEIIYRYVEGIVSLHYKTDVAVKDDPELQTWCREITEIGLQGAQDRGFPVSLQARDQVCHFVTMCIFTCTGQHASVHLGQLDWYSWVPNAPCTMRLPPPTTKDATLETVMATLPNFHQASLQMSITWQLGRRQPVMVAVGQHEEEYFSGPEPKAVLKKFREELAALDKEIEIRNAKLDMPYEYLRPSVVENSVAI
#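 Readout: Fe(III)-xylenol orange absorbance, 573-to-405 nm ratio as reaction progress. Enzyme 40 nM purified human 15hLO-1, substrate 50 uM arachidonic acid, 6 min RT after 15 min compound preincubation; Hepes pH 7.5 buffer with Triton X-100.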
# BRCT inh green: BRCA1 BRCT-phosphoprotein interaction inhibition. AID 875. 75,000 compounds, 0.05% hits. Potency, µM (doses to about 76.9 µM), without a hit: top-dose activity change, negative = inhibition, usual class: inhibitors. P38398. BRCA1 BRCT-phosphopeptide binding, green fluorescence polarization;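 further: potency means the concentration at half of the fitted maximal effect; plate controls were peptide without protein for full effect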
#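 Compounds were incubated for 12 min at room temperature with a complex of 100 nM fluorescein-tagged pBACH1 decapeptide and 250 nM His-tagged BRCT protein. Buffer was phosphate pH 7.3 with EDTA, DTT and Tween 20. Disruption of binding lowers the polarization signal.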
# Hsp90 Hop PPI: changes Hsp90-Hop TPR2A binding signal, up or down | AlphaScreen TPR2A-His6 binding biotin-Hsp90 C-terminal peptide | Potency, µM (titrated, usually from 57 µM), for inactives: at the top dose activity change, negative = inhibition | 71,000 compounds, 0.44% hits; active means well fitted curve in either direction with a large enough effect; inconclusive means small, poorly fitted or top-dose-only effect, or another doubt; further: potency means the concentration at half of the fitted maximal effect; on the % scale 0 is the no-effect control and ±100 the full control effect; many of its hits are not listed in these tables
# * = called active by the depositor; i = inactive; ? = inconclusive; . = no result given; & = joins results of further samples; [ ] = dose if it differs, or a comment. Unless noted, the call rests on the fitted dose curve; in most records, active means well fitted curve in the direction sought with a large enough effect; inconclusive means small, poorly fitted or top-dose-only effect, or another doubt; inactive means no such curve, though single readings can be large; an effect the other way counts as inactive or inconclusive. This is a subset. The share of hits here may be higher or lower than overall.
smiles	GFP derepression	4MU fluor	CRE-bla Fsk	HBB splicing	A350 fluor	UbGFP stabilizer	Pol III holo inh	BRCT PPI red	15-hLO inh	BRCT inh green	Hsp90 Hop PPI
O=[N+]([O-])c1cc(O)c(O)c([N+](=O)[O-])c1	0%&-2%	i	?	2.4%	i	3%&0%	-8%&-9%	1.7%	?	-4.7%	?
CCN(CCCl)Cc1ccccc1Br	1%	i	-4%	-0.6%	i	3%	0%	1.1%	0%	-3.6%	-7%
CC(=NC1CCN(Cc2ccccc2)CC1)c1c(O)n(C)c(=O)n(C)c1=O	2%	i	?	-0.9%[57.5 µM]	i	0%	-5%	1.2%	-1%	-3.3%	-1%
CCCc1nc2ccccc2c(=O)n1-c1cccc(OC)c1	2%	i	5%	-1.9%	i	4%	-3%	1.1%	-11%	-1.1%	-5%
CCC(C(=O)N1CCC2(CC1)OCCO2)c1ccccc1 (centres undefined)	-3%	i	-9%	3.2%	i	5%	0%	0.7%	5%	0.7%	0%
CC(=O)N1CN2CN(C(C)=O)CC(C(=O)c3ccc(Br)cc3)(C2)C1	-2%	i	-2%	5.0%	?	2%	-4%	0.6%	2%	-1.0%	-1%
CC(=O)O[C@H]1C[C@@H](O[C@@H]2[C@H](C)O[C@H](O[C@@H]3[C@H](C)O[C@H](O[C@@H]4CC[C@@]5(C)[C@@H](CC[C@]6(C)[C@]5(C)C[C@H](O)[C@]5(C)[C@@H](C7=CC(=O)OC7)CC[C@@]56O)C4)C[C@@H]3O)C[C@@H]2O)O[C@@H](C)[C@H]1O[C@H]1O[C@@H](CO)[C@@H](O)[C@@H](O)[C@@H]1O	0%[20.6 µM]	i	0%[17.1 µM]	0.4%[20.6 µM]	i	-10%[20.5 µM]	-2%[25.6 µM]	-1.9%[34.4 µM]	-3%[25.6 µM]	-3.0%[34.4 µM]	-6%[26 µM]
Nc1ccccc1	.	.	-8%	0.2%	.	.	0%	1.0%	0%	-1.8%	-2%
CN1CC=C(c2c[nH]c3ccccc23)CC1	.	.	-14%	-1.7%	.	-6%	-12%	-0.9%	0.63µM*	-2.0%	-8%[2.3 µM]
NCC(O)c1ccc(O)cc1 (centres undefined)	.	.	-10%	-0.5%	.	.	5%	-2.1%&-2.4%&-1.4%	?	-1.9%	-15%

# Retrieved by compound from above (2):
smiles	GFP derepression	4MU fluor	CRE-bla Fsk	HBB splicing	A350 fluor	UbGFP stabilizer	Pol III holo inh	BRCT PPI red	15-hLO inh	BRCT inh green	Hsp90 Hop PPI
Nc1ccccc1	.	.	-8%	0.2%	.	.	0%	1.0%	0%	-1.8%	-2%
CCC(C(=O)N1CCC2(CC1)OCCO2)c1ccccc1 (centres undefined)	-3%	i	-9%	3.2%	i	5%	0%	0.7%	5%	0.7%	0%

# (more compounds)
smiles	GFP derepression	4MU fluor	CRE-bla Fsk	HBB splicing	A350 fluor	UbGFP stabilizer	Pol III holo inh	BRCT PPI red	15-hLO inh	BRCT inh green	Hsp90 Hop PPI
O=NN(c1ccccc1)c1ccccc1	.	.	11%	0.2%	.	.	4%	-1.8%	?	-1.4%	2%
COc1ccc(S(=O)(=O)NCc2ccc(C(=O)N3CCC4(CC3)OCCO4)cc2)cc1	0%	i	-18%	-1.9%[57.5 µM]	?	3%	0%	2.7%	-13%	-1.0%	-2%
CCS(=O)(=O)N1CCCC(C(=O)N2CCC3(CC2)OCCO3)C1 (centres undefined)	2%	i	5%	-3.7%	i	6%	-2%	0.9%	-6%	-0.9%	2%
COC(=O)C1=C(N)Oc2c(c(=O)oc3ccccc23)[C@]12C(=O)N(C)c1ccccc12	-3%	i	-6%	4.0%	i	.	-4%	-0.5%	5%	1.2%	-4%
Cc1ncc(CNC(=O)N(CCCl)N=O)c(N)n1	0%	?	6%	1.1%	?	-2%	0%	-0.9%&-2.7%	-11%&-3%	-1.7%[3.08 µM]	-3%
C=C(C)[C@H]1Cc2c(ccc3c2O[C@@H]2COc4cc(OC)c(OC)cc4[C@@H]2C3=O)O1	0%[9.22 µM]	i	6%	.	i	-5%	-6%	-0.4%	2%[25.6 µM]	-2.4%	-13%
Cc1cc(Cc2cc(C)c(N)cc2N)c(N)cc1N	3%[9.22 µM]	2.2e-08M*	-4%[7.6 µM]	3.9%[9.22 µM]	2.5e-08M*	-6%[9.17 µM]	-17%[11.4 µM]	-1.7%[15.4 µM]	?	-5.8%[15.4 µM]	-16%[11 µM]
COc1ccc(CC2C(=O)NC(=O)NC2=O)c(OC)c1	0%	i	6%	1.1%[0.369 µM]	i	-5%	-10%	0.0%	0%	-0.1%	-4%
COc1ccc(CN2CCN(Cc3ccccc3)CC2)c(OC)c1	8%	i	-2%	8.8%	?	5%	-2%	1.0%	-10%	-4.7%	-4%
CCCCCn1c(=O)c(C(=O)Nc2ccncc2)c(O)c2ccccc21	0%	.	?	-1.4%	.	-6%	-7%	1.0%	9%	-1.6%	-4%

# More structures
smiles	GFP derepression	4MU fluor	CRE-bla Fsk	HBB splicing	A350 fluor	UbGFP stabilizer	Pol III holo inh	BRCT PPI red	15-hLO inh	BRCT inh green	Hsp90 Hop PPI
Nc1ccccc1O.O.O=C(O)[C@H]1[O][Sb][O][C@H]1C(=O)O	?	?	9%[7.6 µM]	-1.0%[9.22 µM]	?	4%[9.17 µM]	8%[11.4 µM]	-1.4%[15.4 µM]	-24%[11.4 µM]	0.4%[15.4 µM]	-4%[11 µM]
CCC(=NCCO)c1c(O)n(-c2ccccc2)c(=O)[nH]c1=O	28%	i	9%	1.4%[0.369 µM]	?	-4%	-5%	0.6%	-3%	-1.0%	-5%
CC(C)[C@]12CC(=O)[C@H](C)[C@H]1C2	.	.	-5%	0.0%	.	.	1%	0.3%	-1%	0.1%	1%
CCCc1cc2c(n1Cc1ccco1)C(C)C1CN(C(=O)c3ccccc3)C(C)(C(=O)OC)C21 (centres undefined)	.	.	?	2.5%	.	.	-15%	0.0%	.	8.3%	-4%
CN[C@@H](C)[C@H]1CC[C@@H](N)[C@@H](O[C@@H]2[C@@H](O)[C@@H](O[C@H]3OC[C@@](C)(O)[C@@H](NC)[C@@H]3O)[C@H](N)C[C@@H]2N)O1 (tested in a mixture with another compound)	-1%[20.6 µM]	i	3%[17.1 µM]	-0.8%[20.6 µM]	i	-3%[20.5 µM]	-4%[25.6 µM]	0.4%[34.4 µM]	17%[25.6 µM]	-1.2%[34.4 µM]	-3%[26 µM]
C[C@@H](Cc1ccc2c(c1)OC(C(=O)O)(C(=O)O)O2)NC[C@H](O)c1cccc(Cl)c1	0%	i	3%	1.8%	i	-3%	0%	0.3%	5%	0.8%	-5%
CC[C@H](Oc1ccc(Cl)cc1)C(=O)OC1C[C@H]2CC[C@@H](C1)N2C (some centres undefined)	0%	.	-9%	.	.	3%	-4%	-1.2%	4%[25.6 µM]	2.0%	-1%
Cc1ccccc1-c1cncnc1NCCc1cnc[nH]1	0%[9.22 µM]	i	-11%	-1.1%	?	2%	-11%	1.6%	27%	-2.8%	-6%
CCOC(=O)N1CCC(NC(=O)CCc2nc(C3=CCN(C)CC3)no2)CC1	-1%	?	-13%	2.4%	?	-6%	1%	-0.1%	-24%	5.5%	?
CCCCCCn1c(N)c(C(=O)NCCN2CCOCC2)c2nc3ccccc3nc21	6%	7.5e-07M*	?	0.4%[0.369 µM]	1e-06M*	.	-6%	-3.5%	16µM*	1.9%	?
CC(=O)OCC(=O)[C@@H]1CC[C@H]2[C@H]3CC[C@H]4C[C@@H](O)CC[C@]4(C)[C@@H]3C(=O)C[C@@]12C	-2%[20.6 µM]	i	8%[17.1 µM]	0.6%[20.6 µM]	i	5%[20.5 µM]	-3%[25.6 µM]	-0.3%[34.4 µM]	9%[25.6 µM]	-1.8%[34.4 µM]	-4%[26 µM]
COc1cc(CN2CCN(C(=O)COc3ccccc3)CC2)cc(OC)c1OC	1%	.	?	-4.5%[0.0738 µM]	.	5%[9.17 µM]	-2%[11.4 µM]	-1.3%	0%[11.4 µM]	-4.1%	-6%[11 µM]
COc1ccc(C2C(C(=O)N3CCC4(CC3)OCCO4)CC(=O)N2c2ccc(OC)cc2)cc1 (centres undefined)	-2%	i	-4%	0.0%	i	2%	0%	0.7%	-7%	-4.0%	-18%
